From PubChem BioAssay
AT treatment = candidate therapy for ataxia-telangiectasia; […] A-T fibroblasts, KAP-1 phosphorylation AlphaLISA; neocarzinostatin DNA damage 30 min before lysis; Potency, µM (highest dose often 57.5 µM), without a hit: top-dose activation, actives largely listed as activators; actives 0.19% (n = 320,000); AID 485349; also: potency is read from the fitted curve at half-maximal effect; % of control where 0% means no effect; nearly all actives have a fitted effect of over 45% in size
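hTERT-immortalized A-T patient fibroblasts ([…]), 500 cells/well in OPTI-MEM, 1% FBS, got compounds for 60 min, then NCS for 30 min at 37C. Lysates were then assayed for phospho-KAP-1 by AlphaLISA (anti-pKAP1 donor, anti-KAP1 acceptor beads), 6 hr at 25C.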
MBNL1-CUG inh = MBNL1-poly(CUG) RNA binding inhibition. Q9NR56. Potency, µM (series often up to 57.5 µM), without a hit: top-dose activity change, negative = inhibition, hits mostly inhibitors. TR-FRET MBNL1-His/biotin-(CUG)12 binding, 665/545 ratio. AID 2675. actives 0.036% (n = 280,000); active = well fitted inhibition curve with a large enough effect in the signal ratio, with a control signal flat, not every such curve was filed as active; inconclusive = small, poorly fitted or top-dose-only effect, or effect the other way, or a change in a side signal; inactive = no such curve, though single readings can be large or run the other way; the % refers to the signal ratio; also: potency is read from the fitted curve at half-maximal effect; % is scaled to controls: 0 for no effect and ±100 for the full control effect
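Compound titration spanned 92 nM–58 uM against the MBNL1-His/biotin-(CUG)12 complex. After 60 min at room temperature with 5 nM streptavidin-XL665 and 0.055 ng/ul terbium anti-His, ratiometric 665/545 nm emission (Ex 340 nm) normalized to controls.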
ASM inhibitor = human S-ASM enzyme inhibition. actives 0.006% (n = 340,000). P17405. AID 504937. placental ASM, HMU-PC fluorogenic substrate, 60 min. Potency, µM (titrated, usually from 57.5 µM), inactives show top-dose activity change, negative = inhibition, actives largely listed as inhibitors; also: potency is read from the fitted curve at half-maximal effect
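Fluorescence read-out (Ex 386 nm, Em 447 nm) after stopping the reaction at pH 10. Enzyme: ASM from human placenta; substrate HMU-PC0, 9 uM final; 60 min, 37 °C. Compound preincubation 10 min, ambient temperature.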
FBPA coupling cs = counter-screen for Giardia aldolase inhibitors: coupling enzyme system; coupling enzyme system counterscreen, AmpLite Red fluorescence; activity change, negative = inhibition, % at 58.2 µM, hits read low; actives 0.67% (n = 290,000); in the data active = activity change below about -30%; also: % is scaled to controls: 0 for no effect and ±100 for the full control effect
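Activity here indicates interference with the coupling reaction, not aldolase inhibition. Compounds at 57.5 uM final met coupling enzymes for 10 min at RT; substrate and AmpLite Red detection followed, with a 525/598 nm fluorescence read after 20 min.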
Integrin act MD = activates integrin-mediated alleviation for muscular dystrophy; alpha7betagal myoblasts, beta-gal FDG fluorescence, 48 h; Potency, µM (titrated, usually from 38.3 µM), for inactives: top-dose activation, most hits filed as activators; actives 0.064% (n = 350,000); AID 624291;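 also: potency is read from the fitted curve at half-maximal effect; 100% = response of the positive control SU9516; nearly all actives have a fitted effect of over 60% in size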
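Alpha7betagal+/- myoblasts (passage 13) were plated 16-24 hr, then exposed to compounds (1:260 dilution of DMSO stock) for 48 hours at 37C. After MPER lysis, β-galactosidase reporter activity was read as FDG fluorescence (ex 480/em 540) after 30 minutes.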
GALK inhibitor = blocks human galactokinase activity | AID 1868 | Potency, µM (top dose mostly 57.5 µM), for inactives: at the top dose activity change, negative = inhibition, actives largely listed as inhibitors | actives 0.007% (n = 270,000) | Purified GALK, Kinase-Glo residual ATP luminescence | P51570; also: potency is read from the fitted curve at half-maximal effect; % is scaled to controls: 0 for no effect and ±100 for the full control effect
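Galactose (100 uM) and ATP (35 uM) were turned over by 5 nM GALK for 1 h at RT. Kinase-Glo Plus then converted the remaining ATP into a luminescent signal.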
MLL CXXC-DNA inh = MLL CXXC-DNA interaction inhibition; MLL-CXXC / FITC-HOXA9 DNA fluorescence polarization; Potency, µM (top dose mostly 115 µM), for the others: at the highest dose activity change, negative = inhibition, actives largely listed as inhibitors; actives 0.037% (n = 290,000); active = well fitted inhibition curve with a large enough effect in the polarisation, with a control signal flat, not every such curve was filed as active; inconclusive = small, poorly fitted or top-dose-only effect, or effect the other way, or a change in a side signal; inactive = no such curve, though single readings can be large or run the other way; the % refers to the polarisation; also: potency is read from the fitted curve at half-maximal effect
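Fluorescence polarization: 7 uM MLL-CXXC (stock) preincubated 5 min with compounds, then 50 nM fluorescein-HOX-A9 DNA (stock) added; 30 min ambient. Buffer 50 mM Tris-HCl pH 7.5, 50 mM NaCl, 1 mM DTT, 0.05% BSA.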
TRPV1 ag = agonists of human vanilloid receptor 1 (TRPV1). Q8NER1. TRPV1-expressing cells, Fluo-8 calcium influx, agonist mode. activation, % at 8.33 µM. actives 0.19% (n = 320,000). AID 540275; in the data active = activation above about 80%; inconclusive = between about 30% and that limit; also: 0% is about no effect
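TRPV1-expressing cells were cultured overnight at 35.5C and loaded with Fluo-8 calcium dye for 40 to 90 min at room temperature. After a 10 s baseline, compound was added and calcium influx was read kinetically for 3 min (ex 480/em 520 nm).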
KCNH2 3.1 inh = blocks the human KCNH2 3.1 channel isoform | AID 720553 | activity change, % (tested at about 1.8 µM) | actives 0.95% (n = 340,000) | U2OS KCNH2 3.1, thallium flux FluxOr; active compounds read low;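 active = maximum activity change below -70%; inconclusive = maximum activity change from -70% to -50%; inactive = maximum activity change above -50%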;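 also: thallium influx rate constant from kinetic fluorescence after stimulation buffer; % is scaled to controls: 0 for no effect and ±100 for the full control effect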
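U2OS cells transduced with KCNH2 3.1 mutant virus (1.77 x 10^8 /mL, 4 h), plated overnight at 37 C, loaded 45 min with FluxOr dye plus Red40 quencher. Thallium flux rate constant from kinetic reads after stimulation buffer, normalised to controls.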
hERG WT inh = KCNH2 (human, wildtype) channel inhibition | Q12809 | U2OS, BacMam KCNH2, thallium flux FluxOr; active compounds read low | activity change, % at 1.84 µM | actives 0.37% (n = 340,000) | AID 720551;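 active = maximum activity change below -70%; inconclusive = maximum activity change between -70% and -50%; inactive = maximum activity change above -50%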; also: % is scaled to controls: 0 for no effect and ±100 for the full control effect
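U2OS cells transduced with wild-type KCNH2 virus are loaded with FluxOr dye for 45 min, and thallium flux is measured in kinetic reads before and after stimulation buffer. Rate constants are normalized to DMSO controls.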
Numbers without * were called inactive; ? = inconclusive; / = not tested or not shown; [ ] = remark or other dose. Unless noted, calls follow the shape of the dose curve; as a rule, active = well fitted curve in the direction sought with a large enough effect; inconclusive = small, poorly fitted or top-dose-only effect, or another doubt; inactive = no such curve, though single readings can be large; an effect the other way counts as inactive or inconclusive.

# | compound | AT treatment | MBNL1-CUG inh | ASM inhibitor | FBPA coupling cs | Integrin act MD
1 | Cc1ccc(-c2ccc(C(=O)O)c(C)n2)cc1 | -3% | -11% | 1% | 7 | 10%
2 | Cc1ccc(C)c(C(=O)N(Cc2nc(-c3ccc(Cl)cc3)no2)C(C)C)c1 | -1% | 4% | -12% | -1 | -5%
3 | C=CC[n+]1c(-c2ccc(C)cc2)csc1Nc1c(C)n(C)n(-c2ccccc2)c1=O | -8% | -2% | 4% | -2 | -36%
4 | CC1CCc2sc(C(=O)NN)cc2C1 (stereo not drawn) | 5% | 4% | -10% | -1 | -18%
5 | Cc1cc(Cl)ccc1OCC(=O)N(Cc1cccs1)C1CCS(=O)(=O)C1 (stereo not drawn) | 13% | 2% | -16% | 0 | 4%
6 | O=C(NCCc1ccccc1)c1ccc(NC(=O)c2cccnc2)cc1 | -2% | 2% | 3% | 1 | 0%
7 | O=C(CCN1C(=O)COc2ccccc21)NCCN1CCN(c2ccccc2F)CC1 | 5% | -4% | 1% | 1 | 10%
8 | O=C(Nc1ccncc1)C1CCN(S(=O)(=O)c2ccc(Cl)cc2)CC1 | 6% | / | 2% | / | 35%
9 | Cn1cc(CN2C[C@H]3CC[C@H]2C3)c(-c2ccccc2F)n1 | 4%[11.5 µM] | -1% | 6% | 4 | -20%
10 | COc1ccc(/C=C2\Oc3cc(OCC(=O)N4CCC(C(=O)O)CC4)ccc3C2=O)c(OC)c1OC | -7% | ? | 151%[activator] | -2 | 13%
11 | CN(C)S(=O)(=O)c1cc(NC(=O)CSc2ncc(C(F)(F)F)cc2Cl)ccc1Cl | -1% | ? | -8% | -4 | 1%
12 | Fc1cccc(CN2CCN(Cc3nc(-c4cnccn4)no3)CC2)c1 | 1% | -12% | 2% | -3 | -10%
13 | CCN1C[C@@H]2[C@@H]3C(=O)N(Cc4ccccc4)C(=O)[C@@H]3[C@](Cc3ccccc3)(C1=O)N2C(=O)c1ccccc1 | / | / | 25% | / | 20%
14 | COC(=O)c1cc2ccsc2n1CC(=O)NCC1CCCO1 (stereo not drawn) | 7% | -2% | 3% | -1 | 0%
15 | CN(C(=S)Nc1ccccc1F)C1(c2ccccc2Cl)CCCCC1=O (stereo not drawn) | 11% | -11% | 1% | 0 | -2%

# | GALK inhibitor | MLL CXXC-DNA inh | TRPV1 ag | KCNH2 3.1 inh | hERG WT inh
1 | 2% | 10% | 1 | -1 | -4
2 | 2% | -5% | 10 | 21 | 5
3 | -2% | 7% | -2 | 6 | 1
4 | -1% | 12% | 18 | 3 | -5
5 | -2% | 9% | 0 | -8 | -6
6 | -8% | 15% | 3 | 11 | 0
7 | -1% | 6% | -1 | 11 | 23
8 | / | / | ? | -42 | 4
9 | 1% | -1% | 1 | -11 | -3
10 | / | 4% | -2 | -1 | -5
11 | 2% | -8% | -2 | -8 | -5
12 | -1% | -15% | -1 | -5 | 1
13 | / | / | / | -16 | -19
14 | / | -9% | 3 | 0 | 8
15 | / | 6% | -3 | -6 | 5

Overlap with the part before: 3 compounds, followed by the next part.
# | compound | AT treatment | MBNL1-CUG inh | ASM inhibitor | FBPA coupling cs | Integrin act MD
13 | CCN1C[C@@H]2[C@@H]3C(=O)N(Cc4ccccc4)C(=O)[C@@H]3[C@](Cc3ccccc3)(C1=O)N2C(=O)c1ccccc1 | / | / | 25% | / | 20%
14 | COC(=O)c1cc2ccsc2n1CC(=O)NCC1CCCO1 (stereo not drawn) | 7% | -2% | 3% | -1 | 0%
15 | CN(C(=S)Nc1ccccc1F)C1(c2ccccc2Cl)CCCCC1=O (stereo not drawn) | 11% | -11% | 1% | 0 | -2%
16 | O=C(NCc1ccccn1)Nc1ccc(F)cc1 | -3% | 6% | 1% | 7 | -23%
17 | CCOC(=O)Cc1csc(SCC(=O)NC2CCS(=O)(=O)C2)n1 (stereo not drawn) | 0% | / | 1% | / | 18%
18 | Cc1cc(C(=O)Nc2ccc(Br)cc2F)n(-c2ccccc2)n1 | 0% | -1% | -6% | 0 | 0%
19 | Cc1cccc(N(CC(=O)NCc2ccco2)C(=O)CCC(=O)Nc2ccccn2)c1 | -2% | -3% | 7% | -2 | 4%
20 | Cc1cc(C)cc(N(CC(=O)Nc2cccc(C)n2)S(=O)(=O)c2c(C)noc2C)c1 | -5% | -1% | -8% | 1 | -2%
21 | CN(C)CCOC(=O)C12CC3CC(CC(C3)C1)C2 | / | -5% | 5% | -2 | -17%
22 | COc1ccc(CCC(=O)N2CCCC(Nc3ccc(OC)cc3)C2)cc1 (stereo not drawn) | -6% | -7% | 2% | -1 | 22%
23 | Cc1ccc(CN2CCN(Cc3c[nH]c4ccccc34)CC2CCO)o1 (stereo not drawn) | 5% | -1% | 0% | 0 | 0%
24 | O=C(CCCOc1ccc(Br)cc1)NNC(=O)c1ccncc1 | -5% | / | -2% | / | 18%
25 | COc1ccc(CNC(=O)C2=CC(c3ccc(OC)c(OC)c3)=NS(=O)(=O)N2C)cc1 | -2% | ? | 6% | 3 | -6%
26 | CSc1ccc(/C=C/C(=O)c2ccc(NC(=O)C(C)C)cc2)cc1 | 1% | 7% | 167%[activator] | 2 | -49%[inhibitor]
27 | Cc1ccc(-c2nnnn2C2C/C(=N\NC(N)=S)C3OCC2O3)cc1 (stereo not drawn) | -7% | 0% | 0% | -2 | -9%
28 | O=S(=O)(c1ccccc1)N1CCN=C1SCc1ccccc1Cl | 16% | -14% | -7% | -40* | 11%
29 | Cc1ccc(-c2oc3ccccc3c(=O)c2OCC(=O)O)cc1 | -2% | 19% | 4% | 2 | 9%
30 | COC(=O)[C@H](C)NC(=O)Nc1ccc(OC)c(OC)c1 | 5% | 2% | -1% | 3 | 13%

# | GALK inhibitor | MLL CXXC-DNA inh | TRPV1 ag | KCNH2 3.1 inh | hERG WT inh
13 | / | / | / | -16 | -19
14 | / | -9% | 3 | 0 | 8
15 | / | 6% | -3 | -6 | 5
16 | 4% | 0% | -2 | -1 | 11
17 | / | / | 0 | 10 | -2
18 | -2% | ? | 5 | -3 | 5
19 | -4% | -5% | 2 | -1 | 15
20 | -1% | 2% | 4 | -6 | 4
21 | 1% | 11% | 1 | 6 | 1
22 | 0% | 5% | ? | 14 | -9
23 | 1% | 27% | 4 | -5 | -2
24 | / | / | 2 | 4 | -4
25 | / | / | 4 | 6 | 21
26 | 2% | 27% | 6 | 4 | -14
27 | -1% | -5% | 4 | -11 | -1
28 | 0% | -5% | -3 | -3 | -15
29 | 0% | -10% | -1 | -3 | -10
30 | 8% | 1% | 0 | -1 | -1

(list continues)
# | compound | AT treatment | MBNL1-CUG inh | ASM inhibitor | FBPA coupling cs | Integrin act MD
31 | CCNc1c(NC(=O)c2ccc3c(c2)OCO3)c(=O)oc2ccccc12 | -9% | -10% | 1% | 2 | 31%
32 | COC(=O)C1=C(C)NC(=O)NC1c1ccc([N+](=O)[O-])o1 (stereo not drawn) | -1% | ? | 1% | 1 | 2%
33 | COc1ccc(C(=O)Nc2ccccc2Cc2ccccc2)c(OC)c1 | 7% | 8% | -13% | 1 | 0%
34 | Cn1c(=O)c2c(nc(OCc3ccccc3)n2C)n(C)c1=O | 8% | 7% | 7% | 3 | 4%
35 | COc1ccc(C(C(=O)NC2CCCCC2)N(C(=O)c2snc(C(N)=O)c2N)c2ccccc2OC)cc1 (stereo not drawn) | 7% | -8% | / | 0 | -8%
36 | Cc1ccc(C)c(NC(=O)CN(C)C(C)C(=O)N2CCCC2)c1 (stereo not drawn) | 15% | / | 2% | / | 3%
37 | O=Cc1[nH]c2ccccc2c1N(C(=O)CCl)c1ccc([N+](=O)[O-])cc1 | -8% | / | 2% | -1 | 9%
38 | O=C(NCCCN1CCN(CCCNC(=O)c2cc([N+](=O)[O-])ccc2Cl)CC1)c1cc([N+](=O)[O-])ccc1Cl | -3% | ? | -2% | 2 | -10%
39 | O=C(N/N=C/c1ccco1)c1cc(-c2ccc(Cl)cc2)n[nH]1 | 3% | 15% | -2% | -1 | 8%

# | GALK inhibitor | MLL CXXC-DNA inh | TRPV1 ag | KCNH2 3.1 inh | hERG WT inh
31 | 9% | 3% | -10 | 12 | -16
32 | 1% | 1% | -3 | -5 | 14
33 | -3% | 0% | 28 | -39 | -22
34 | 2% | 21% | 2 | 5 | -26
35 | 2% | -4% | ? | -5 | -12
36 | / | / | / | 14 | 0
37 | -18% | 2% | -1 | -8 | 5
38 | 0% | 9% | -2 | -17 | 6
39 | / | 3% | 1 | -12 | 5

Rows are unselected; about 2% have a hit in one of these screens.
